# High-throughput results as filed in PubChem BioAssay.
# S1P4 agonist = agonists of human S1P4 receptor. AID 1509. O95977. activation, % at 4.98 µM. S1P4-expressing cell line, agonist reporter assay. 0.35% of 220,000 active; in the data active means activation above about 11%;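 further: 0% = DMSO vehicle and 100% = reference agonist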
# Wee1 stabilizer = blocks degradation of human Wee1 kinase | 1.2% of 220,000 active | reporter increase, % at 5 µM | AID 1321 | HeLa Luc-Wee1K328M stability, luciferase luminescence; 100% = proteasome inhibitor MG132 effect;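 active means activation above the mean of all tested compounds plus 3 SD, set per screening run, cut at about 8.8% in these data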;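 further: cells exposed to compound for 20 h before luminescence read; 0% = DMSO alone and 100% = MG132 at 30 µM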
# BaF3 tox = reduces parental Ba/F3 cell viability, JAK2V617F counter-screen; CellTiter-Glo ATP luminescence; inhibition, % at 5.6 µM; 1.1% of 220,000 active;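 active means inhibition above a per-campaign cutoff, the mean inhibition of all tested compounds plus 3 SD, cut at about 27% in these data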;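 further: 0% = DMSO wells and 100% = JAK Inhibitor I control wells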
# Ba/F3 V617F tox = loss of viability in JAK2V617F-driven Ba/F3 cells. inhibition, % at 5.6 µM. 1.1% of 220,000 active. Ba/F3 EpoR-JAK2V617F viability, ATP luminescence. AID 1446;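 active means inhibition above the campaign mean plus 3 SD over all tested compounds, cut at about 24% in these data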;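 further: cytokine-independent growth of Ba/F3 cells driven by EpoR plus mutant JAK2; 0% = DMSO-treated cells and 100% = JAK inhibitor I control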
# eIF4E-4G inh = eIF4E/eIF4G interaction inhibition in translation initiation. TR-FRET eIF4E-eIF4GI(517-606) binding, 2 h. 0.37% of 220,000 active. inhibition, % at 21.7 µM. P63073+Q04637;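 active means inhibition above about 30%, limit read from the data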;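 further: 0% = full FRET control wells and 100% = background wells lacking eIF4GI fragment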
# Target sequence (P63073 whole entry, looked up, the tested form may be a part): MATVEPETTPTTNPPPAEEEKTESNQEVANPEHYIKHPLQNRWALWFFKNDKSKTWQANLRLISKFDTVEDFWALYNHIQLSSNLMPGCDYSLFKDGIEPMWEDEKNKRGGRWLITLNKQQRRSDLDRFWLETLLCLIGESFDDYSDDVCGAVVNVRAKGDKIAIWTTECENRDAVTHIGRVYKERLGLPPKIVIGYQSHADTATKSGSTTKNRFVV
# Target sequence (Q04637 whole entry, looked up, the tested form may be a part): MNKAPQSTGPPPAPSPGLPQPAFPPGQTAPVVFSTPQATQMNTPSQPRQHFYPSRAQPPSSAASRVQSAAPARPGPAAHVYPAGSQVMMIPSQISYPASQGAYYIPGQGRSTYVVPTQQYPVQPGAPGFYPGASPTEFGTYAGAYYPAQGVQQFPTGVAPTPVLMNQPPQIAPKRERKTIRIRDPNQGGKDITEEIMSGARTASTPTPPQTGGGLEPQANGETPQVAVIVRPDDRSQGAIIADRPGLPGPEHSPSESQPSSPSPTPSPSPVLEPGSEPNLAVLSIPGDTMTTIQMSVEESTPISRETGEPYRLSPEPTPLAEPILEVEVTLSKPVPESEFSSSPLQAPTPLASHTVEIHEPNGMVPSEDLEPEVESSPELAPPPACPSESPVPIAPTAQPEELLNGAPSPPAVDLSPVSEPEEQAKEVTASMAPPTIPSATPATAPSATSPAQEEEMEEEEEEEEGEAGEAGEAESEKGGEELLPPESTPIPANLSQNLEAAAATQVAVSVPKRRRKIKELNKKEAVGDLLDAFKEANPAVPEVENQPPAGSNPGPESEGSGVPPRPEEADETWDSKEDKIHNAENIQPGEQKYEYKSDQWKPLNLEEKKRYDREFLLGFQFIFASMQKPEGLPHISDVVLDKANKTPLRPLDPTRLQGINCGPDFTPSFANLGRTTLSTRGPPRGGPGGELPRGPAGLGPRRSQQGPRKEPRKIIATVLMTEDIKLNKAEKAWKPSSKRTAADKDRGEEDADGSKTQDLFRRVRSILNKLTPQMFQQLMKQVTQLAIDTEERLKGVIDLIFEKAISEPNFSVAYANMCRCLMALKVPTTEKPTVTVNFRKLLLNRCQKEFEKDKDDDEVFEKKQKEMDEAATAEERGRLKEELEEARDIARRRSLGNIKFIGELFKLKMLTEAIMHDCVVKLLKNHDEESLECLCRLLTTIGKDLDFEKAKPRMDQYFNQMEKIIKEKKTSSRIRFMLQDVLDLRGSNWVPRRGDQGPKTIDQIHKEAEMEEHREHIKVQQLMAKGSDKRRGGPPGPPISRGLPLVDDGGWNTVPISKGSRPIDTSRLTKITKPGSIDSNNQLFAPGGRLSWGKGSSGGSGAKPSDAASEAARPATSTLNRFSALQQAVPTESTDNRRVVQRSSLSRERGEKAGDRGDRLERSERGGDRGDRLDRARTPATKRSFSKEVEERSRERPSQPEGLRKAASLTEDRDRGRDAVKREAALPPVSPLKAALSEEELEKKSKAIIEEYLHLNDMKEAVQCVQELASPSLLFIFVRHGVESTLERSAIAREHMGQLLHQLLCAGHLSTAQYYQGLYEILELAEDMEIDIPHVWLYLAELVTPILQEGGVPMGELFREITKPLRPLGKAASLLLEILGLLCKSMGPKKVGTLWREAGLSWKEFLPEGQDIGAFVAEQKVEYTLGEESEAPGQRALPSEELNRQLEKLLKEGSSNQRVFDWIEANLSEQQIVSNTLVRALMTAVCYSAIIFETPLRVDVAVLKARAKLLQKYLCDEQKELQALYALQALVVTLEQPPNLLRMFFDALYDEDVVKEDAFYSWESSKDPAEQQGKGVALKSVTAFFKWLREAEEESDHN
# Mdm2 ligase inh = blocks human Mdm2 ubiquitin ligase activity; Q00987; cell-based MDM2 ubiquitination luciferase reporter, 2 h; 0 = plate control, 100 = twice control, blank-subtracted; signal enhancement, % at 5 µM; 0.11% of 210,000 active; AID 1230;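 active means signal enhancement of 30% or more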;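 further: luminescence tracks abundance of the self-degrading MDM2-luciferase fusion protein; higher signal means inhibition of MDM2 E3 ligase activity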
#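 system = mammalian cells stably expressing self-ubiquitinating, self-degrading MDM2 E3–luciferase fusion | quantity = 2000 cells per well seeded | incubation = 4 h cell settling then 2 h compound exposure, 37 °C | signal = SteadyLite luminescence, 15 min reagent step | benchmarks = plate control and blank wells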
# S1P4 antag = blocks the human S1P4 receptor. S1P4-expressing cells, antagonist mode, reporter read-out. inhibition, % at 4.98 µM. 0.26% of 220,000 active; in the data active means inhibition above about 29%;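 further: 0% = wells stimulated with agonist and 100% = vehicle wells without agonist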
# PERK inh = inhibitors of human PERK kinase; Q9NZJ5; CHO PERK-DD fusion, SEAP luminescence translation reporter; inhibition, % at 5.6 µM; 0.17% of 220,000 active; AID 1416;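 active means inhibition above the mean inhibition of all tested compounds plus 3 SD, set separately per screening campaign, cut at about 2.9% in these data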;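 further: PERK kinase domain activated by AP20187 dimerizer at 100 nM; 0% = DMSO with dimerizer and 100% = rapamycin at 8.4 µM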
# NPY2 pot ag = potentiates or activates human NPY-Y2 receptor; cells expressing NPY-Y2, potentiator/agonist read-out; 0.45% of 220,000 active; P49146; activation, % at 3.6 µM; in the data active means activation above about 27%;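 further: cells stimulated with NPY near EC25 plus isoproterenol at EC100; 0% = vehicle plus submaximal agonist and 100% = vehicle plus saturating agonist; some results beyond the cut were filed as inactive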
# * marks the source's active call; other numbers are inactive results; . = not tested or not shown; [ ] = remark or other dose.
1	C/C(=N\NC(=O)c1ccccc1O)C1C(=O)c2ccccc2C1=O
2	CCOC(=O)/C(C#N)=C/c1cn(CCC(=O)O)nc1-c1ccc(Br)cc1
3	CC1CCN(Cc2nc3c(c(=O)n(C)c(=O)n3C)n2CCCc2ccccc2)CC1
4	Cc1c(Cl)cccc1NC(=S)NCC(c1cccnc1)N(C)C (centres undefined)
5	CN(C)/C=C1\N=C(c2ccc(Cl)cc2Cl)OC1=O
6	O=C(CSc1nc2c(cnn2-c2ccccc2)c(=O)[nH]1)c1ccc(Cl)cc1
7	O=C(CS(=O)(=O)c1ccccc1)N1CCc2ccccc21
8	O=C(CSc1ccc(Cl)cc1)Nc1cccc(-c2nnc(-c3ccco3)o2)c1

assay / entry	1	2	3	4	5	6	7	8
S1P4 agonist	4.7	0.2	1.6	0.7	2.5	-1.5	-0.3	-1.3
Wee1 stabilizer	0	2	-4	1	-1	4	12*	2
BaF3 tox	5	5	-2	3	15	5	3	5
Ba/F3 V617F tox	-2	2	-6	-3	4	-1	2	3
eIF4E-4G inh	1[fluorescence artefact?]	-3	5	-1	1	-3[fluorescence artefact?]	-9	1
Mdm2 ligase inh	-13	-10	-31	-5	-11	-3	-31	-13
S1P4 antag	-12	-1	9	-25	-17	2	-12	-17
PERK inh	0.4	-0.2	-0.8	1.4	0.4	1.6	0.4	0.9
NPY2 pot ag	7	-16	-9	6	-15	-12	34*	-3

9	Cc1ccc(CN2C(=O)CCC2C(=O)NCCN2CCOCC2)cc1 (centres undefined)
10	COc1ccc(CNC(=O)c2cccc(-c3ccc(C)c4ccccc34)n2)cc1
11	CCc1cccc(CC)c1NC(=O)C1CC(=O)N(c2ccc3c(c2)OCCO3)C1 (centres undefined)
12	CCC/C(O)=C1\C(=O)CCCC1=NCCc1c(C)[nH]c2ccc(C)cc12
13	Cn1c(SCC(=O)N2CCOCC2)nnc1-c1ccc(Cl)cc1Cl
14	Cc1ccc2c(c1)Oc1ccc(NC(=O)CCCl)cc1C(=O)N2
15	O=C(NCc1ccco1)c1cnn2c(C(F)(F)F)cc(-c3ccccc3)nc12
16	CCC(C)N1C(=O)N(C)C2NC(=O)NC21 (centres undefined)

assay / entry	9	10	11	12	13	14	15	16
S1P4 agonist	-2.5	-0.1	0.7	0.0	0.9	2.0	-2.1	-1.1
Wee1 stabilizer	2	0	-3	-2	1	-3	1	-2
BaF3 tox	2	9	1	5	2	6	2	1
Ba/F3 V617F tox	-2	7	-5	-4	4	2	-1	-1
eIF4E-4G inh	1	0	2[fluorescence artefact?]	1	1[fluorescence artefact?]	-1	-16[fluorescence artefact?]	-6
Mdm2 ligase inh	-5	.	-16	-10	-2	1	-1	-5
S1P4 antag	4	-6	-23	-8	1	10	8	-10
PERK inh	-0.1	-0.7	0.1	-2.3	0.2	-0.6	0.0	0.6
NPY2 pot ag	17	-6	1	-4	7	-4	-3	-1

# A run of entries from further up, for reference:
9	Cc1ccc(CN2C(=O)CCC2C(=O)NCCN2CCOCC2)cc1 (centres undefined)
10	COc1ccc(CNC(=O)c2cccc(-c3ccc(C)c4ccccc34)n2)cc1
11	CCc1cccc(CC)c1NC(=O)C1CC(=O)N(c2ccc3c(c2)OCCO3)C1 (centres undefined)

assay / entry	9	10	11
S1P4 agonist	-2.5	-0.1	0.7
Wee1 stabilizer	2	0	-3
BaF3 tox	2	9	1
Ba/F3 V617F tox	-2	7	-5
eIF4E-4G inh	1	0	2[fluorescence artefact?]
Mdm2 ligase inh	-5	.	-16
S1P4 antag	4	-6	-23
PERK inh	-0.1	-0.7	0.1
NPY2 pot ag	17	-6	1

# More entries.
17	O=S(=O)(Nc1cccc2ccccc12)N1CCCC1
18	O=S(=O)(c1ccc(F)cc1)N1CCC(O)(c2ccc3c(c2)OCO3)CC1
19	Cc1nc(N2CCN(Cc3ccc4c(c3)OCO4)CC2)nc2c1C(=O)CC(c1ccco1)C2 (centres undefined)
20	CC1CCN(S(=O)(=O)c2cc(Br)cc(C(=O)NC3=NCCS3)c2)CC1
21	Cc1c(C(=O)NNc2c(Cl)cccc2Cl)n(C)oc1=O
22	O=C(NCCN1CCOCC1)C1CCC(CNS(=O)(=O)c2ccc(Cl)cc2)CC1 (centres undefined)
23	Cc1ccc(C(C)C)c(OCc2nnc(SCC(=O)Nc3nccs3)n2C)c1
24	O=C(Nc1cccc(O)c1)C(=O)Nc1ccccn1

assay / entry	17	18	19	20	21	22	23	24
S1P4 agonist	-0.2	1.3	1.5	0.0	0.6	-1.8	0.3	1.6
Wee1 stabilizer	-2	-2	5	3	5	-1	-2	-2
BaF3 tox	0	4	4	-3	-1	5	4	3
Ba/F3 V617F tox	-4	-2	-3	-1	-1	-2	6	2
eIF4E-4G inh	2	1	1[fluorescence artefact?]	0[fluorescence artefact?]	-1	-1	-6	14[fluorescence artefact?]
Mdm2 ligase inh	-15	-62	-7	-13	-6	-10	.	-78
S1P4 antag	-17	-16	1	-16	11	9	-8	1
PERK inh	0.1	2.1	-0.3	-1.1	1.4	-0.6	0.4	0.3
NPY2 pot ag	-5	20	-10	4	1	9	-10	10

25	CSc1ccc(CNCC(O)c2ccccc2)cc1 (centres undefined)
26	COc1cc(/C=C2/NC(=O)NC2=O)cc(Br)c1OCc1ccccc1
27	O=C(O)c1cccc(NC(=O)C23CC4CC(C2)CC(n2cnc(Cl)n2)(C4)C3)c1
28	COc1cccc(-c2nnc(N(C)C(=O)C3CCOC3)s2)c1 (centres undefined)
29	Cc1occc1C(=O)NCc1ccccc1F
30	COc1cc(S(=O)(=O)NC(C)C)ccc1Cl
31	CN(C)CCCN(C(=O)c1ccco1)c1nc2c(F)cc(F)cc2s1
32	COc1ccc(C(=O)N/C(=C\c2ccccc2)C(=O)NC(CC(C)C)C(=O)O)cc1 (centres undefined)

assay / entry	25	26	27	28	29	30	31	32
S1P4 agonist	-1.2	0.5	3.2	0.6	0.1	2.8	-0.8	1.8
Wee1 stabilizer	-2	0	-3	-1	0	-1	1	4
BaF3 tox	1	9	5	2	0	10	4	9
Ba/F3 V617F tox	-2	0	2	0	-5	5	-2	-1
eIF4E-4G inh	1	-3	3[fluorescence artefact?]	9[fluorescence artefact?]	-6	1[fluorescence artefact?]	0	-4
Mdm2 ligase inh	-51	-7	-4	-1	-19	3	-7	-19
S1P4 antag	-16	-20	-3	-16	5	3	15	2
PERK inh	-0.9	0.9	-1.1	-0.1	0.5	-0.6	0.0	1.2
NPY2 pot ag	-10	-14	-1	2	2	-5	-3	-11

# The last 4 records of the section before open the next one.
29	Cc1occc1C(=O)NCc1ccccc1F
30	COc1cc(S(=O)(=O)NC(C)C)ccc1Cl
31	CN(C)CCCN(C(=O)c1ccco1)c1nc2c(F)cc(F)cc2s1
32	COc1ccc(C(=O)N/C(=C\c2ccccc2)C(=O)NC(CC(C)C)C(=O)O)cc1 (centres undefined)
33	COCCOc1ccc(C(F)(F)F)cc1NC(=O)c1ccccc1F
34	COc1ccccc1N1CCN(c2nnc(-c3ccc(F)cc3)c3ccccc23)CC1
35	Nc1cc(=O)[nH]c(SCC(=O)Nc2ncc(C(F)(F)F)cc2Cl)n1
36	Cc1ccc(N2CC(c3nc4ccccc4n3C)CC2=O)cc1 (centres undefined)
37	CCn1c(SCc2c(Cl)cccc2Cl)nnc1-c1nn(-c2ccccc2)ccc1=O
38	CC(=O)Nc1scc(C)c1-c1nc2ccccc2s1
39	CCOC(=O)C1=C(N)n2c(s/c(=C\c3ccco3)c2=O)=C(C(=O)OCC)C1c1ccco1 (centres undefined)
40	O=S(=O)(NC1CCCCC1Oc1ccccc1)c1ccc(Cl)cc1 (centres undefined)

assay / entry	29	30	31	32	33	34	35	36	37	38	39	40
S1P4 agonist	0.1	2.8	-0.8	1.8	-0.1	-2.1	1.5	1.5	-2.6	0.9	-1.1	-1.0
Wee1 stabilizer	0	-1	1	4	-1	-2	-1	-2	-1	-2	1	-2
BaF3 tox	0	10	4	9	7	0	3	0	3	-3	1	6
Ba/F3 V617F tox	-5	5	-2	-1	0	-2	-3	0	2	3	-2	3
eIF4E-4G inh	-6	1[fluorescence artefact?]	0	-4	3[fluorescence artefact?]	-14	-5	-6	4	-4	-4[fluorescence artefact?]	9
Mdm2 ligase inh	-19	3	-7	-19	-5	-15	-10	-13	-1	-18	-4	-10
S1P4 antag	5	3	15	2	-13	4	-1	-7	3	6	-21	-17
PERK inh	0.5	-0.6	0.0	1.2	1.9	-0.3	0.9	0.4	0.1	-0.5	-0.8	-0.1
NPY2 pot ag	2	-5	-3	-11	7	5	1	-7	13	-8	23	6

41	FC(F)(F)c1cc(-c2cccs2)nc(N2CCOCC2)n1
42	CC(C)(C)c1ccc(SCC(N)=O)cc1
43	Clc1ccc(-c2c[n+](Cc3cccc(Cl)c3)c3n2CCC3)cc1
44	CCCCCCCC(=O)NNC(=O)c1ccc(F)cc1
45	COc1ccccc1-n1cnnc1SCc1csc(-c2ccccc2)n1
46	COc1ccc(NC(=O)C(C)SCc2ccccc2)cc1OC (centres undefined)
47	O=C(/C(N=Nc1cccc(C(F)(F)F)c1)=C(/O)c1cccs1)C(F)(F)F
48	Cn1c(SCC(=O)N2CCN(c3ccccc3)CC2)nnc1-c1ccncc1

assay / entry	41	42	43	44	45	46	47	48
S1P4 agonist	-0.3	-1.6	-0.6	-1.0	-1.3	0.6	0.2	0.6
Wee1 stabilizer	-1	-3	-1	-2	-1	0	0	1
BaF3 tox	0	2	64*	1	1	7	2	0
Ba/F3 V617F tox	-3	2	77*	-4	-3	0	-3	0
eIF4E-4G inh	3	1[fluorescence artefact?]	-3	4[fluorescence artefact?]	0	4	1	-1[fluorescence artefact?]
Mdm2 ligase inh	-9	-5	-9	-20	-16	-11	-4	12
S1P4 antag	-13	-18	10	-10	-8	-19	9	-15
PERK inh	0.6	0.7	0.2	0.9	-0.7	0.3	0.9	0.7
NPY2 pot ag	-2	10	-3	-9	7	10	1	-1

49	CC(=O)NC(CCS(C)(=O)=O)C(=O)Nc1cccc(C(C)=O)c1 (centres undefined)
50	CC(C)c1ccc(C2C(C#N)=C(N)N3C(=C2C#N)Sc2ccccc23)cc1 (centres undefined)
51	Cc1ccccc1NC(=O)N1CCN(c2ncccn2)CC1
52	COc1ccc(NS(=O)(=O)c2ccc(SC)cc2)cc1
53	O=C1/C(=C/c2ccc(C(=O)O)cc2)CCC/C1=C\c1ccc(C(=O)O)cc1
54	C/C(=N\NC(=S)NC(C)C)c1ccc(-n2ccnc2)cc1
55	CCn1c(Cc2ccccc2)nnc1SCC(=O)Nc1ccc(OC)cc1
56	O=C(Oc1ccccc1)c1cc2ccccc2oc1=O

assay / entry	49	50	51	52	53	54	55	56
S1P4 agonist	2.3	0.4	-0.9	0.2	0.2	-0.5	-0.2	1.7
Wee1 stabilizer	-1	4	-1	0	0	-3	-1	-1
BaF3 tox	-1	0	7	6	9	0	3	3
Ba/F3 V617F tox	-6	-4	6	-4	5	-4	1	-3
eIF4E-4G inh	1[fluorescence artefact?]	-17[fluorescence artefact?]	1	7	-4[fluorescence artefact?]	-3	3	11
Mdm2 ligase inh	-9	-13	-11	-18	-10	-14	-6	-7
S1P4 antag	4	-19	1	-5	5	-13	-3	-2
PERK inh	0.6	0.7	0.8	2.0	0.1	-0.8	-0.1	0.2
NPY2 pot ag	-7	4	-21	7	6	5	7	14
